S3 lipid droplet: qHTS Assay for Lipid Storage Modulators in Drosophila S3 Cells | Drosophila S3 cells, BODIPY lipid droplet fluorescence, 18-24 h; cells fed with added oleic acid | actives 0.64% (n = 320,000) | Potency in µM for hits, for the others lipid storage change, negative = inhibition, % at the top dose, mostly 46.1 µM; active = well fitted inhibition curve with a large enough effect in the signal ratio, with a control signal flat, not every such curve was filed as active; inconclusive = small, poorly fitted or top-dose-only effect, or effect the other way, or a change in a side signal; the % refers to the signal ratio
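Drosophila S3 cells got compounds at several concentrations plus oleic acid (400 uM solution). Laser-scanning cytometry with 488 nm excitation read lipid droplets at 500-530 nm and cells at 575-640 nm. Percent activity was relative to 20 uM Triacsin C.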
S3 lipid droplet cell count max: second read-out of S3 lipid droplet, no call of its own (marks repeat the call); cell number change, %; measured here: cell count max response;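 cells counted by Cell Tracker Red CMTPX staining in the red channel; peak over a dose series mostly up to 46.1 µM; percent activity relative to internal control wells on each plate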
An asterisk follows results filed as active; i = inactive; ? = inconclusive; nt = no result given. % is scaled to controls: 0 for no effect and ±100 for the full control effect; potency is read from the fitted curve at half-maximal effect. A portion of the library; count on the stated rates, not on these rows.

SMILES	S3 lipid droplet	S3 lipid droplet cell count max
COc1ccccc1N(CC(O)Cn1c2ccccc2c2ccccc21)S(=O)(=O)c1ccccc1 (stereo not given)	3%	2
CC1(C)NC(=O)N(CCCCOc2ccc3c(c2)CCC3)C1=O	15%	-16
O=C(O)COc1ccccc1/C=N/NC(=O)CN1CCN(Cc2ccc(Cl)cc2)CC1	0%	8
O=C(O)COc1cccc2nsnc12	?	nt
CC(=O)Nc1cc2c(cc1C(=O)c1ccc(C)cc1)OCCO2	?	nt
CC(C)(c1ccccc1)c1ccc(OCCn2cnc3ccccc3c2=O)cc1	?	nt
CCOC(=O)c1ccc(Cl)c(NC(=O)c2ccc(-c3ccccc3)cc2)c1	?	nt
COc1ccc(-c2c(C#N)sc(C(N)=O)c2-c2ccc(OC)cc2)cc1	-17%	19
COc1ccc(CN2C(=O)c3cccnc3C2Nc2cc(Cl)c(OC)cc2OC)cc1 (stereo not given)	-6%	-2
COc1ccc(S(=O)(=O)N(C)CC(=O)NCCc2ccccc2)cc1OC	8%	7
CCC1CC2(C)NC(=O)c3c(sc4c3CC(C)(C)OC4)N2C1=O (stereo not given)	?	nt
COc1ccc(NS(=O)(=O)c2cc(NC(=O)c3cccnc3Cl)ccc2N2CCCC2)cc1	3%	4
CCN(C(=O)CN1CCCCC1)C1(C)C(=O)c2ccccc2C1=O	0%	-4
Cc1ccc(S(=O)(=O)NCCCC(=O)N2CCC(C)CC2)cc1	16µM*	-15*
O=C(NCc1ccco1)c1cccc2c1C(=O)N(C1CCCCC1)C2	?	nt
CN(C)C(=O)C(=O)c1cccn1-c1cccc(Cl)c1C#N	2%	0
CC1(C)CC(=O)C2=C(C1)OC(N)=C(C#N)C2C1C=CCCC1 (stereo not given)	?	nt
CCN1C(=O)[C@H]2[C@@H](c3ccc(-c4ccccc4)cc3)N[C@@](C)(C(=O)OC)[C@H]2C1=O	?	nt
Cc1ccc(-c2nnn(CC(=O)N(CC(=O)NC3CCCC3)c3cccc(F)c3)n2)o1	?	nt
O=c1cc(-c2ccc(Cl)c(Cl)c2)[nH][nH]1	?	nt
COc1cc(C(=O)NC(=S)Nc2csc(-c3ccc(F)cc3)n2)cc(OC)c1OC	?	nt
CC(=O)c1cccc(Nc2c3c(nc4ccccc24)CCC3)c1	i	25
CCCc1nnc(SCC(=O)N2CCCCC2C)n1CC (stereo not given)	-14%	nt
CCCN(CCC(=O)Nc1ccccc1F)CC1CC1	i	22
OC(COc1ccccc1)CN1CCN(c2ncccn2)CC1 (stereo not given)	10%	-17
O=C1C2CC=CCC2C(=O)N1c1ncn[nH]1 (stereo not given)	i	26
COC(CN(C(=O)CCl)C(C(=O)NC1CCCCC1)c1ccc(Cl)cc1)OC (stereo not given)	-4%	-14
COC(=O)Cc1c(C(=O)OC)nnn1-c1ccc(OC)cc1	?	nt
CS(=O)(=O)c1cnc(-c2ccccc2)nc1-c1ccccc1Cl	?	nt
O=C(CCN1C(=O)/C(=C/c2ccccc2F)SC1=S)NCCc1ccc(O)cc1	?	nt
O=C1c2cccc3cccc(c23)C(=O)N1CC1CCN(S(=O)(=O)c2ccc(F)cc2)CC1	1%	1
NC(=O)c1ccccc1NS(=O)(=O)c1ccc(S(=O)(=O)N2CCCC2)cc1	?	nt
COc1cccc(NC(=O)CN2C(=O)CSc3nc(C)cc(C)c32)c1	?	nt
Cc1ccc(N2CC(C(=O)Nc3ccccc3C(=O)NC3CCCCC3)CC2=O)cc1 (stereo not given)	1%	13
O=C(c1ccco1)N1CCN(C(c2ccc(Cl)cc2)c2nnnn2CC2CCCO2)CC1 (stereo not given)	i	-2
Cc1cccn2c(=O)c(C=O)c(N3CCSCC3)nc12	?	nt
COc1ccc(SC[C@H](Cc2ccccc2)N2CC[C@@H](C(C)(C)C)CCC2=O)cc1	?	nt
CC(C)Cc1nnc(NC(=O)c2ccc(S(=O)(=O)N3CCCC3)cc2)s1	?	nt
COc1ccc(Nc2nc3cc(C)ccc3cc2C#N)c(OC)c1	15%	4
CN(C)c1ccc(C(=O)N=c2sccn2C)cc1[N+](=O)[O-]	-1%	-3
C/[N+]([O-])=C1\Cc2ccccc2C1=O	?	nt
CCn1c(C)nc2cc(C(=O)NNS(=O)(=O)c3cc(Br)ccc3Br)ccc21	-1%	8
O=C(OCC(=O)N1CCN(Cc2ccccc2)CC1)c1cc(Cl)ccc1[N+](=O)[O-]	19%	-12
CN(C)S(=O)(=O)c1ccc(Cl)c(NC(=O)COC(=O)/C=C/c2ccc(S(=O)(=O)N3CCOCC3)cc2)c1	-7%	13
Cc1ccc(C(=O)/C=C/N(C)C)cn1	1%	1
CCc1ccc(Nc2nc(N)nc(CSc3nc4ccccc4s3)n2)cc1	-5%	-5
CCOc1c(Cl)cc(CNCC(O)c2ccccc2)cc1OC (stereo not given)	?	nt
O=[N+]([O-])c1ccccc1/C=N/Nc1nccnc1Cl	16%	-3
COc1cc(/C=C/C(=O)OCC(=O)Nc2cc(C)c(C)cc2[N+](=O)[O-])ccc1O	0%	-5
Cc1ccc(N(CC(=O)NCc2ccccc2)C(=O)CCC(=O)Nc2ccccn2)c(C)c1	i	-25
(listing goes on)
SMILES	S3 lipid droplet	S3 lipid droplet cell count max
CN(CC(=O)Nc1ccc(F)cc1)C(=O)C1CCCC1	?	nt
CCC(C)Sc1ccc([C@H]2N[C@@](Cc3ccccc3)(C(=O)OC)[C@H]3C(=O)N(CC)C(=O)[C@@H]23)cc1 (stereo not given in full)	15%	-2
CCCCCn1c(SCC2CCCO2)nc2cc(C(=O)N3CCC(C(N)=O)CC3)ccc2c1=O (stereo not given)	19%	-7
CCOc1ccccc1NC(=S)N1CCC(NC(=O)NC23CC4CC(CC(C4)C2)C3)CC1	11%	-13
O=S(=O)(NC1CCCCC1Nc1ccc(Cl)cc1)c1ccccc1 (stereo not given)	16%	nt
Cc1ccc(CS(=O)(=O)Cc2ccc(C(=O)NC3CCCCCC3)o2)cc1	i	5
COc1cc(C2/C(=C(\O)c3ccc4c(c3)CC(C)O4)C(=O)C(=O)N2CC2CCCO2)cc(OC)c1OC (stereo not given)	1.3µM*	-16*
CC(C1CC1)N(C(=O)c1ccccc1O)c1ccccc1 (stereo not given)	i	2
Cc1ccc(CN2CCN(CC(=O)NCc3ccc(Cl)cc3)C2=O)cc1	?	nt
O=C(O)c1ccc(CSCc2ccco2)cc1	i	nt
CCOc1ccc(C(=O)NCC(=O)OCc2c(F)cccc2Cl)cc1	?	nt
CCOC(=O)CSc1nnc(CNC(=O)c2cccs2)n1-c1cc(OC)ccc1OC	?	nt
CCOC(=O)c1c(/N=C/c2ccc(OC)cc2O)sc2c1CCN(C)C2	-3%	14
CN(C)C(CNC(=O)CCCc1c[nH]c2ccccc12)c1ccco1 (stereo not given)	?	nt
CCOP(C)(=O)C1(C(=O)OCc2ccccc2)CC1 (stereo not given)	-9%	7
CN1CCN(c2ccc(C(F)(F)F)cc2NC(=O)c2ccco2)CC1	4%	-4
CN(c1ccccc1C(=O)Nc1cccc([N+](=O)[O-])c1)S(C)(=O)=O	13%	4
CCOC(=O)c1c(N2C(=O)Nc3ccccc3N2O)n[nH]c1-c1cccc(OC)c1	-2%	12
Cc1ccc(NS(=O)(=O)c2cccc(C(=O)NNC(=O)c3cccn3C)c2)c(C)c1	?	nt
CC(C)(C)NC(=S)NCc1ccco1	?	nt
Cc1ccc(CNC(=O)C2CCCN(S(=O)(=O)c3cccc4nonc34)C2)cc1 (stereo not given)	?	nt
COc1ccc(/C=N/NC(=O)c2cccc(NC(=O)c3ccccc3Cl)c2)cc1OC	-6%	1
CC1CN(S(=O)(=O)c2ccc(C(=O)Nc3ccc(S(=O)(=O)N4CCOCC4)cc3)cc2)CC(C)O1 (stereo not given)	?	nt
CN1C(=O)C(=O)/C(=C(/O)c2ccccc2)C1c1ccc(Br)cc1 (stereo not given)	-11%	19
CC1(C)Cc2ccccc2C(NNC(=O)c2ccccc2)=N1	-7%	-1
COc1ccc(C(=O)Nc2cccc(C(=O)NCc3ccccc3)c2)cc1	?	nt
O=C(O)c1ccc(S(=O)(=O)c2ccc3c(c2)C(=O)N(c2ccccc2[N+](=O)[O-])C3=O)cc1	?	nt
COC(=O)Cn1cc(C(=O)C(C)(C)C)c2ccccc21	0%	0
Cc1ccc(SCCNC(=S)Nc2ccccc2)cc1	?	nt
CCOCC(=O)Nc1ccc(S(=O)(=O)N2CCOCC2)cc1	?	nt
O=C1Nc2ccccc2C1=Nc1cccc(Cl)c1	-3%	-5
CC(CCc1ccc(O)cc1)NCc1ccc(Br)cc1 (stereo not given)	?	nt
CCN1C(=O)c2ccc(C(=O)Nc3ncc(C)s3)cc2C1=O	13%	8
CCOC(=O)N1CCN(Cc2nc(-c3cccs3)no2)CC1	19%	2
O=C(CCC1=NS(=O)(=O)c2ccccc2N1)NC1CCCCCCC1	?	nt
CCc1ccc(-c2cc(C)no2)cc1S(=O)(=O)NCc1ccccc1OC	i	2
CCOc1ccc(CCNS(=O)(=O)c2cccc3nsnc23)cc1OCC	?	nt
Nc1cc2nc3ccccc3oc-2cc1=O	?	nt
Cc1ccc(NC(=O)c2ccc3nc(N4CCOCC4)sc3c2)c(Cl)c1	?	nt
C/C(=N\NC(=O)CC1N=C(Cc2ccccc2)NNC1=O)c1ccccc1 (stereo not given)	4%	-10
COc1ccc(N2C(=O)CCC(C(=O)N3CCCCCC3)C2c2ccc(OC)c(OC)c2)cc1 (stereo not given)	?	nt
CSc1nc2ccccc2n1CC(=O)Nc1cc(C(F)(F)F)ccc1N1CCOCC1	?	nt
CCOC(=O)Cn1c(CCC(=O)O)ccc1-c1ccc(F)cc1	2%	-2
COc1cc(NC(=O)C2=C(C)OCCS2)c(Cl)cc1C(=O)NCCN1CCN(C)CC1	16%	17
COc1ccc(Cl)cc1CN1C(=O)NC2(CCCCCC2)C1=O	?	nt
CCCCn1nnnc1SCC(=O)Nc1cccc(C)n1	?	nt
O=C(O)CCS(=O)(=O)c1cc(Br)cc2c1N(C(=O)C1CC1)CC2	?	nt
Cc1cccc(C)c1NC(=O)COC(=O)COc1ccc2c(C)cc(=O)oc2c1	?	nt
Cn1ccnc1C(O)c1ccc(OCc2ccccc2)cc1 (stereo not given)	?	nt
CCCn1c2ccccc2c2cnn(CC(=O)NCCCN3C(C)CCCC3C)c(=O)c21 (stereo not given)	?	nt
Going on with the list:
SMILES	S3 lipid droplet	S3 lipid droplet cell count max
COc1ccc(OC)c(-c2cc(C(=O)N/N=C(\C)c3cccnc3)c3ccccc3n2)c1	?	nt
O=C(CSc1ccc(-c2nc3ccccc3[nH]2)cn1)Nc1ccc2c(c1)OCCO2	?	nt
NC(=O)SCC(=O)Nc1ccc(Cl)c(Cl)c1	?	nt
Cc1cc(C)c(C)c(S(=O)(=O)NCCCn2ccnc2)c1C	-28%	18
CC(C)Cn1c(CN2C(=O)c3ccccc3C2=O)nc2ccccc2c1=O	16%	10
COc1ccc(C(=O)N/N=C/c2ccc(OC)c(OS(=O)(=O)c3ccccc3)c2)cc1	?	nt
CCn1cc(C(=O)O)c(=O)c2cnc(N3CCN(C(=S)NC(=O)c4ccc(Br)cc4)CC3)nc21	7%	-12
O=[N+]([O-])c1cc(Br)c(O)c(/C=N/Nc2nc3ccccc3s2)c1	?	nt
CC(=O)c1cccc(NC(=O)c2ccccc2N(Cc2ccccc2)S(C)(=O)=O)c1	?	nt
CCN(CC)CCNC(=O)c1ccc(CS(=O)(=O)c2ccccc2C)o1	0%	10
Cc1cc(CNC(=O)CC2C(=O)NCCN2Cc2ccccc2C(F)(F)F)on1 (stereo not given)	0%	6
COc1ccc(S(=O)(=O)N2CCCCCC2)cc1C(=O)N(C)CC(=O)Nc1ccccc1C(F)(F)F	-17%	-5

Screening results deposited in PubChem BioAssay by National Center for Advancing Translational Sciences (NCATS).
